# TROY NFkB inh = TROY signaling inhibition. inhibition, % at 10 µM. 0.98% of 360,000 active. Q293 LMP1-TROYcd NF-kB luciferase reporter, 4 h. AID 1347056;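 active = compounds whose plate-normalised and pattern-corrected inhibition of the luciferase reporter signal at the single screening dose is 50% or more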
# C8 TRAIL sens = caspase-8 TRAIL sensitization | NB7+C8 cells + TRAIL, ATPlite viability luminescence | inhibition (viability loss, TRAIL sensitization), % at 10 µM | 1% of 360,000 active;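 active = compounds causing at least 50% loss of cell viability in the single-dose screen, relative to plate controls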
# KKLEB tox = reduces viability of KKLEB cystic fibrosis airway cells; activity change (cytotoxicity), % at 5 µM; 0.36% of 360,000 active; KKLEB CF airway cells viability, ATPlite luminescence, overnight; active compounds read low; cells stimulated with P. aeruginosa culture filtrate;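 active = corrected activity change at or below -50% at 5 µM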
# TWEAK Fn14 block = inhibitors of TWEAK-Fn14 interaction signaling. 2% of 360,000 active. inhibition, % at 10 µM. TWEAK-stimulated Fn14 reporter cells, luciferase luminescence, 8 h; in the data active = inhibition above about 50%
# NR2E3 ag-1 = activates human NR2E3 receptor | AID 602229 | inhibition of corepressor binding, % at 3.98 µM | 0.35% of 360,000 active | CHO-S Gal4-NCOR/VP16-NR2E3 two-hybrid, luciferase;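 active = inhibition above the mean of all tested compounds plus 3 SD, cut at about 70% in these data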;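 also: 0% = DMSO with NR2E3 transfected cells and 100% = cells lacking NR2E3 construct; higher means lower luciferase signal from less NR2E3 corepressor binding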
# Target sequence (Q9Y5X4 whole entry, looked up, the tested form may be a part): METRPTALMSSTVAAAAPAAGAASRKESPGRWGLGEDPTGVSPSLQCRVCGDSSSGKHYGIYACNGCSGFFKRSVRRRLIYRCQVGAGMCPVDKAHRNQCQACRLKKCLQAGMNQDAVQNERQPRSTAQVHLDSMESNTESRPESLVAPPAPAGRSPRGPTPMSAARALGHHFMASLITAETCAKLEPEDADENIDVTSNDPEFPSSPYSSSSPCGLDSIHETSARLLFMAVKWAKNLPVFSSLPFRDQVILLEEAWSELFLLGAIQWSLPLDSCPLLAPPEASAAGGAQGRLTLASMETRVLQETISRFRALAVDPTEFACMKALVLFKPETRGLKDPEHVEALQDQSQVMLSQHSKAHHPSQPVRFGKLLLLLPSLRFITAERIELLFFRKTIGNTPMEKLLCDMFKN
# TRPM1 prom inh = reduces MITF-dependent TRPM1 promoter luciferase signal; AID 488899; SK-MEL-5 TRPM1 promoter luciferase, 24 h; inhibition, % at 12.5 µM; 0.83% of 330,000 active;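 active = mean inhibition across replicates of 60% or more, whatever share of single replicates reaches that level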; also: values of inactives mirror those of a sister screen read the other way
# NR2E3 ag-2 = agonists of human nuclear receptor NR2E3. AID 2300. Q9Y5X4. 0.12% of 320,000 active. inhibition of corepressor binding, % at 4.78 µM. GST-NR2E3/biotin-RetCOR TR-FRET, 1536-well;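 active = percent inhibition above the cutoff of mean plus 3 SD of all tested compounds, set per screening campaign, cut at about 20% in these data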;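 also: 0% = DMSO wells and 100% = biotin wells as full block of FRET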
#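 Material: NR2E3–RetCOR corepressor complex | Quantity: 1.35 nM GST-tagged NR2E3 final | Schedule: 5 h at 4 °C | Replication: Singlicate compound wells | Reagent: RetCOR corepressor, biotinylated, 7 nM | Controls: Biotin wells as high control, 0.6% DMSO wells as low control | Signal: TR-FRET, Eu(K)-anti-GST donor, streptavidin-D2 acceptor, ex 340, em 617/671 nm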
# CF NFkB block = inhibitors of cystic fibrosis induced NF-kB; KKLEB NF-kB-GFP reporter, PAF-induced, GFP fluorescence overnight; inhibition, % at 5 µM; 0.86% of 360,000 active;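 active = at least 50% inhibition at 5 µM, scaled per plate between neutral and stimulator controls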;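 also: PAF is a Pseudomonas aeruginosa culture filtrate used as stimulus; plate controls were PAF-stimulated DMSO wells for no effect and unstimulated DMSO wells for full effect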
# Peg3 prom inh = reduces Peg3 promoter-driven luciferase expression in HeLa; HeLa PEG-Prom luciferase reporter, luminescence, overnight; inhibition, % at 20 µM; 1.7% of 360,000 active; AID 588405;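 active = inhibition of at least 50% at 20 µM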
# HIF-2a block = HIF-2a inhibition. 786-0 RCC cells HIF-2a reporter, luciferase luminescence, overnight. inhibition, % at 18.8 µM. 0.72% of 360,000 active. AID 624352;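 active = inhibition of the luminescence signal of 40% or more relative to plate controls, in a single-dose primary screen at 18.75 µM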
# Shn3 3UTR inh = reduces Shn3 3'UTR luciferase signal in osteoblasts; 0.52% of 360,000 active; Clone20 osteoblast Shn3 3'UTR firefly luciferase, 24 h; inhibition, % at 12.5 µM; AID 588674;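 active = mean inhibition of at least 75% with every replicate also reaching 75%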;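 also: 0% = median of neutral control wells and 100% = pilot-screen positive control compound; some compounds past the cut are filed as inactive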
# Numbers without * were called inactive; / = not tested or not shown.
SMILES,TROY NFkB inh,C8 TRAIL sens,KKLEB tox,TWEAK Fn14 block,NR2E3 ag-1,TRPM1 prom inh,NR2E3 ag-2,CF NFkB block,Peg3 prom inh,HIF-2a block,Shn3 3UTR inh
CCCCOc1ccc(C(=O)N=c2sccn2C)cc1OC,-66,10,-11,-20,-94,-90,0,6,-276,-251,-109
O=C(O)c1ccc(S(=O)(=O)N2CCc3ccccc3C2)cc1,-10,5,6,19,-9,16,2,17,-5,19,-3
COc1cc(C(=O)N(Cc2ccc(N(C)C)cc2)C2CCS(=O)(=O)C2)cc(OC)c1OC (configuration not stated),17,4,10,-9,4,-5,-1,-4,5,16,8
O=C(NCc1cccc(C(F)(F)F)c1)c1ccc2c(c1)OCO2,-28,-13,12,-7,-32,10,/,-23,-29,-25,-5
C/C(=N\N=C(N)N)c1cccc([N+](=O)[O-])c1,-9,0,-1,1,-7,4,4,-35,16,15,10
CC(=O)N(c1nc(CCl)cs1)c1cccc(C)c1C,1,3,7,-8,-19,4,-2,11,5,14,-13
CN(Cc1c(F)cccc1Cl)C(=O)c1cnc2ccccc2n1,-25,6,4,5,-24,18,5,17,-41,-99,-14
CN(Cc1ccccc1)S(=O)(=O)c1ccc(Cl)c(C(=O)O)c1,-8,-7,2,-11,3,4,4,-2,6,6,5
C/C(=N\NC(=O)CC1N=C(Cc2ccccc2)NNC1=O)c1ccncc1 (configuration not stated),6,-2,-4,-20,-25,-4,4,7,11,27,4
CCOc1ccc(/C(O)=C2/C(=O)C(=O)N(CC3CCCO3)C2c2ccc(C)o2)cc1 (configuration not stated),0,-2,4,-7,14,9,5,-3,12,12,-9
Cc1ccc(S(=O)(=O)N2C[C@@H]3CCCC[C@@H]3[C@@H](C)[C@H]2CC(=O)c2ccccc2)cc1,-7,9,10,11,-10,-7,/,5,9,-4,41
Cn1c(-c2cc(Br)ccc2O)n[nH]c1=S,-23,14,9,5,22,0,0,-2,13,-11,-14
Cn1cc(C(=O)N2CCc3ccccc3C2)c(=O)c2cc(S(=O)(=O)N3CCOCC3)ccc21,-9,-1,5,-9,-5,-5,4,20,7,10,-1
Cc1ccnc(S(=O)(=O)Cc2ccc([N+](=O)[O-])cc2)n1,16,-7,-2,9,-33,19,0,-7,22,-7,-12
NC(c1ccncc1)c1ccc(Cl)cc1 (configuration not stated),4,-3,3,-13,-11,/,/,5,9,3,-6
CC(C)CN(C(=O)COC(=O)CCSc1ccc(Cl)cc1)c1c(N)n(Cc2ccccc2)c(=O)[nH]c1=O,-2,19,1,-12,-46,/,/,8,34,6,27
N#CCSc1ccccc1NC(=O)CN1C(=O)C2CC=CCC2C1=O (configuration not stated),22,6,7,6,-10,9,/,-23,-10,-10,3
CCN(CC)c1ccc(C=Nc2ccccc2)c(O)c1,-18,-16,-2,-7,-25,11,1,-7,-9,-36,2
O=C1C(=Cc2ccc(Br)o2)C(=O)c2ccccc21,-62,3,6,47,-98,-5,3,3,-149,-160,-110
CCOc1ccc(NS(=O)(=O)c2cccc(C(=O)N3CCN(C/C=C/c4ccccc4)CC3)c2)cc1,32,11,4,41,11,9,/,7,10,5,42
COc1cc(S(=O)(=O)n2cnc3ccccc32)ccc1Br,-2,-2,-1,-2,0,3,2,-5,8,13,5
COc1cc2oc(=O)cc(CN3CCCCCCC3)c2cc1Cl,4,-27,3,-14,-16,/,/,-35,-2,-3,1
Cc1cn(C2CCCCO2)c(=O)[nH]c1=O (configuration not stated),6,9,15,11,4,12,/,-20,-3,6,-35
COc1ccc(-c2csc(NC3OC(=O)c4c3ccc(OC)c4OC)n2)cc1OC (configuration not stated),12,8,-13,67*,-17,23,1,77*,60*,14,/
COc1ccc(C2=NN(C(C#N)c3ccc(OC)cc3)C(c3ccccc3)C2)cc1 (configuration not stated),-67,-1,11,0,-128,-32,-1,1,-241,-259,-96
CC1(C)CNC(=O)c2sc(NC(=O)c3ccccc3)nc2C1,-37,12,8,-14,-131,-95,1,-8,-182,-239,-30
COc1cc(OC)c(OC)cc1CN(C)CC1CCCN(CCc2ccccc2F)C1 (configuration not stated),14,-2,-7,14,2,-4,0,13,-24,9,-9
COc1ccccc1CNC(=O)CN1C(=O)NC(c2ccccc2)(c2ccccc2)C1=O,-7,-9,12,-1,6,13,/,2,7,17,15
CCOC(=O)Nc1ccc(C(=O)/C=C/c2ccccc2)cc1,-43,3,-15,12,-49,-21,1,10,-49,-148,-28
C[C@H](CO)N1C[C@H](C)[C@@H](CN(C)Cc2ccccc2)Oc2c(NS(=O)(=O)c3ccccc3)cccc2C1=O,-12,0,10,7,-23,7,/,-4,-8,10,11
Cc1ccc2nsnc2c1S(=O)(=O)N(CCO)Cc1cc2cc3c(cc2[nH]c1=O)OCCO3,2,-8,-10,0,1,21,-2,16,-17,6,-15
Cc1c(C(=O)O)oc2c1C(=O)CC(C)(C)C2,7,-1,2,3,-15,3,2,2,11,11,3
CSCCC(NC(=O)COc1ccccc1)C(=O)OCCOc1ccc(C)cc1 (configuration not stated),4,-2,20,1,2,5,5,13,-10,-1,3
CCC(CC)C(=O)Nc1cccc(C(=O)N2CCCC2)c1,-4,0,12,8,-6,6,-2,3,12,-4,-26
S=c1[nH]nc2nnc3ccccc3n12,-16,15,2,9,0,16,-6,-5,3,17,7
Cc1occc1C(=O)Nc1ccccc1C(=O)O,-25,3,0,-9,-27,1,-2,10,-26,-37,-13

# In the list so far, eleven have a halogen:
SMILES,TROY NFkB inh,C8 TRAIL sens,KKLEB tox,TWEAK Fn14 block,NR2E3 ag-1,TRPM1 prom inh,NR2E3 ag-2,CF NFkB block,Peg3 prom inh,HIF-2a block,Shn3 3UTR inh
O=C(NCc1cccc(C(F)(F)F)c1)c1ccc2c(c1)OCO2,-28,-13,12,-7,-32,10,/,-23,-29,-25,-5
CC(=O)N(c1nc(CCl)cs1)c1cccc(C)c1C,1,3,7,-8,-19,4,-2,11,5,14,-13
CN(Cc1c(F)cccc1Cl)C(=O)c1cnc2ccccc2n1,-25,6,4,5,-24,18,5,17,-41,-99,-14
CN(Cc1ccccc1)S(=O)(=O)c1ccc(Cl)c(C(=O)O)c1,-8,-7,2,-11,3,4,4,-2,6,6,5
Cn1c(-c2cc(Br)ccc2O)n[nH]c1=S,-23,14,9,5,22,0,0,-2,13,-11,-14
NC(c1ccncc1)c1ccc(Cl)cc1 (configuration not stated),4,-3,3,-13,-11,/,/,5,9,3,-6
CC(C)CN(C(=O)COC(=O)CCSc1ccc(Cl)cc1)c1c(N)n(Cc2ccccc2)c(=O)[nH]c1=O,-2,19,1,-12,-46,/,/,8,34,6,27
O=C1C(=Cc2ccc(Br)o2)C(=O)c2ccccc21,-62,3,6,47,-98,-5,3,3,-149,-160,-110
COc1cc(S(=O)(=O)n2cnc3ccccc32)ccc1Br,-2,-2,-1,-2,0,3,2,-5,8,13,5
COc1cc2oc(=O)cc(CN3CCCCCCC3)c2cc1Cl,4,-27,3,-14,-16,/,/,-35,-2,-3,1
COc1cc(OC)c(OC)cc1CN(C)CC1CCCN(CCc2ccccc2F)C1 (configuration not stated),14,-2,-7,14,2,-4,0,13,-24,9,-9

# Other compounds
SMILES,TROY NFkB inh,C8 TRAIL sens,KKLEB tox,TWEAK Fn14 block,NR2E3 ag-1,TRPM1 prom inh,NR2E3 ag-2,CF NFkB block,Peg3 prom inh,HIF-2a block,Shn3 3UTR inh
O=C(CN1C(=O)NC(CCc2ccccc2)C1=O)Nc1ccccc1C(F)(F)F (configuration not stated),-3,-17,1,-2,-23,-19,/,5,-6,6,-16
COc1ccc(CCNc2cc(C)nc(N)n2)cc1OC,10,8,-4,-1,8,-2,/,4,10,17,31
Clc1ccc(CNc2nc(CN3CCOCC3)nc3scc(-c4ccccc4)c23)cc1,27,2,-5,24,9,-5,3,-3,34,25,18
CNC(=O)C1CC(=O)N(CCc2ccc(C)cc2)C1 (configuration not stated),9,-13,0,1,-15,-2,3,-1,7,14,-11
Cc1cc(C)c(C(=O)Nc2cccc(F)c2)c(Cl)n1,1,-1,-13,5,-4,-5,2,8,6,6,0
O=C(N=C1SC2CS(=O)(=O)CC2N1c1ccc(Cl)cc1)C1CCCO1 (configuration not stated),-23,-1,5,-7,-12,11,2,-10,-8,5,-14
COc1ccccc1-n1c(SCC(=O)O)nc2c(sc(=S)n2-c2ccc(Cl)c(C)c2)c1=O,12,5,-5,4,-2,-3,-3,14,-4,-1,0
CCn1c(CCNC(=O)c2cccs2)nnc1SCC(=O)Nc1cccc(Cl)c1,-20,-3,-29,-21,2,5,1,1,-12,-15,-18
O=C(Nc1c(C(=O)N2CCCC2)cnn1-c1ccccc1)c1cccc(F)c1,7,4,-18,-2,1,-5,-1,12,-5,4,-3
c1ccc(-c2ccc3ncccc3n2)cc1,53*,16,-8,-9,-74,/,/,4,-262,-232,-51
CN(C)S(=O)(=O)c1ccc2c(c1)c(=O)c(C(=O)N1CCN(c3ccccn3)CC1)cn2C,7,-9,-11,13,-1,/,-2,4,-2,7,3
Cc1nc(NC(=O)CCC(=O)O)sc1C(=O)N(C)C,11,8,-4,4,-27,-12,-2,7,-3,2,5
CNC(=S)NC1CC2CCC(C1)N2Cc1ccccc1 (configuration not stated),-11,9,-12,9,10,12,-3,19,22,17,4
CCOC(=O)c1c(NC(=O)CSc2nnnn2-c2ccccc2)sc2c1CCC(C)C2 (configuration not stated),2,-3,10,-6,-42,2,-1,-7,21,26,3
COC(=O)c1ccccc1NC(=O)CSCC(=O)Nc1ccccc1,-15,-17,-69*,6,-5,11,3,-4,11,23,13

# Bioassay records (PubChem)

# Only part of the results is shown; the hit share may differ from the screen's.
